High-throughput results from PubChem BioAssay.
SIAH1 antagonists: blockers of Siah-1 interaction with plectin peptide – biochemical, fluorescence polarization, rhodamine-plectin, uHTS, primary screen (AID 1817) | Siah-1 / rhodamine-plectin peptide fluorescence polarization; higher % means a stronger effect | displacement, % at 20 µM, or IC50 in µM where a hit was titrated | 290,000 tested, 0.02% active;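 active = displacement of at least 50% at 20 µM, with a fluorescence ratio check between 0.3 and a set limit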;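 note: plate controls were Siah plus tracer with DMSO for no effect and tracer alone without Siah for full effect; strong numbers were not always called active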
Lipid droplet: hepatic lipid droplet formation modulation. AML12 mouse hepatocytes, oleate lipid droplets, BODIPY imaging. inhibition, % at 6.5 µM. 240,000 tested, 0.4% active. AID 1656;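 active = lipid droplet intensity inhibited by at least 50%, with more than 500 cells counted; inconclusive = wells with under 300 cells, treated as cytotoxic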
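Assay system: AML12 mouse liver cells | Compound: 6.5 µM single-point dosing | Schedule: Overnight exposure | Technique: Fluorescence imaging, 20x objective, two fields per well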
UTI89 phage lysis: protection from phage-mediated lysis, alamar blue read-out – E. coli UTI89, K1F phage, bacterial capsule biogenesis inhibitors (AID 488966). E. coli UTI89 K1F phage lysis, alamar blue, 2 h; higher % means a stronger effect. inhibition, % at 100 µM, or IC50 in µM where a hit was titrated. 340,000 tested, 0.02% active;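 active = phage lysis inhibition, versus mean bacterial control, above a set limit; inconclusive = no clear call, values can overlap the other calls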;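 note: capsule biogenesis inhibitors block K1F phage lysis so surviving cells raise fluorescence; higher fluorescence means more inhibition of phage lysis; actives were called in the ten point dose series up to 300 µM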
human PMI inhibition: inhibitors of human PMI, primary screen, biochemical, fluorescence intensity, coupled assay (AID 1209); purified PMI enzyme, coupled fluorescence intensity; higher % means a stronger effect; inhibition, % at 20 µM, or IC50 in µM where a hit was titrated; 190,000 tested, 0.42% active;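 note: plate controls were DMSO vehicle for no effect and wells lacking substrate for full effect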
human PMI inhibitors: MPI inhibition at elevated mannose 6-phosphate – biochemical, fluorescence intensity, high mannose 6-phosphate, primary screen (AID 1220). recombinant PMI enzyme, coupled fluorescence intensity; higher % means a stronger effect. inhibition, % at 20 µM, or IC50 in µM where a hit was titrated. 190,000 tested, 0.66% active
M1AAP inhibition: malaria alanyl aminopeptidase activity blockers – biochemical, fluorogenic H-Leu-NHMec substrate, 1536-well (AID 1445); one-dose inhibition, % at 30 µM; IC50 in µM for titrated hits; 220,000 tested, 0.42% active; recombinant M1AAP, H-Leu-NHMec fluorogenic kinetic assay; higher % means a stronger effect;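 active = primary inhibition above the hit cutoff, then over 50% inhibition at one or more dose response concentrations, cut at about 23% in these data, passing the limit was not always enough; inconclusive = conflicting primary data, or primary hits not chosen for dose response; inactive = low primary inhibition, or under 50% at every dose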;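 note: plate controls were DMSO full reaction for no effect and no enzyme background for full effect; strong numbers were not always called active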
P. falciparum M17LAP: P. falciparum M17LAP inhibitors, primary screen, biochemical, fluorogenic H-Leu-NHMec substrate, 1536-well (AID 1619); recombinant M17LAP, H-Leu-NHMec fluorogenic kinetic assay; higher % means a stronger effect; 220,000 tested, 0.38% active; one-dose inhibition, % at 30 µM; IC50 in µM for titrated hits;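 active = compound inhibiting the enzyme by more than half at any dose during confirmatory dose-response retesting; inconclusive = strong single-dose inhibitors picked by rank but not retested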;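 note: plate controls were full reaction with DMSO carrier for no effect and no enzyme background for full effect; strong numbers were not always called active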
XIAP antagonists: XIAP antagonists, biochemical, IAP family, fluorescence polarization (AID 1018). displacement, % at 20 µM; hits with a dose series show IC50 in µM. 200,000 tested, 0.007% active. XIAP BIR domain, fluorescence polarization peptide displacement; higher % means a stronger effect; in the data active = displacement above about 50%; note: a part of the inactive calls stands beside numbers as strong as those of hits
TNAP activators: human TNAP enzyme activators, primary screen, biochemical, luminescent, no phosphate acceptor, uHTS (AID 1001). purified TNAP, luminescent activation assay, no phosphate acceptor; higher activation fold means a stronger effect. activation fold at 20 µM; hits with a dose series show EC50 in µM. 200,000 tested, 0.03% active; in the data active = activation fold from about 3, or a potency from the dose series; inactive = the rest, 99 in 100 with activation fold below about 1.6; note: many of its hits are not listed in these tables
Lipid droplet cells 6.5 µM: recorded beside Lipid droplet, whose call it bears; cell count; measured here: cell count, cytotoxicity flag;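 cells counted across two imaged fields per well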
Starred values were filed as active, the others as inactive; ? = inconclusive; · = no result given; [ ] = dose if it differs, or a comment. Cut-off read from the data, not from the text of the source, unless noted: active = inhibition above about 50%; inactive = the rest.

SMILES	SIAH1 antagonists	Lipid droplet	Lipid droplet cells 6.5 µM	UTI89 phage lysis	human PMI inhibition	human PMI inhibitors	M1AAP inhibition	P. falciparum M17LAP	XIAP antagonists	TNAP activators
CCOC(=O)c1sc(NC(=O)C(CC)Sc2nnc3c4ccccc4n(CC)c3n2)nc1C (stereo not given)	-2%	5	679	0.2%	·	·	1%	2%	·	·
Cc1ccc(S(=O)(=O)N2CCC(C(=O)Nc3ccc4c(c3)OCO4)CC2)cc1	-2%	3	794	-0.3%	-1%	-12%	-2%	-6%	-8.1%	1.1
CC1(C)CC(O)C(CCC(O)c2ccccc2)C(C)(C)N1 (stereo not given)	1%	·	·	1.6%	1%	-2%	4%	2%	-7.1%	1.1
CCOc1ccc(NC(=O)CNC(=O)c2cn(-c3ccccc3OC)c(=O)c3ccccc23)cc1	4%	-2	764	0.3%	0%	-3%	-4%	6%	-8.5%	0.9
CCCCc1ccc(NC(=O)c2ccc(NS(C)(=O)=O)cc2)cc1	4%	6	656	3.7%	2%	4%	-2%	-7%	-3.6%	1.1
COc1ccc(/C=C/C(=O)c2ccc(Cl)s2)cc1O	4%	·	·	-0.6%	25%	23%	10%	4%	-4.2%	0.9
Clc1ccc(-c2ccnc(-n3cccc3)n2)s1	6%	-4	687	0.0%	13%	10%	4%	5%	-20%	1.1
Cc1nn(C)c(C)c1N1C(=O)c2cccc3c(Br)ccc(c23)C1=O	0%	-4	726	0.0%	0%	15%	7%	13%	-15%	1
CCCNC(=O)CSc1nc2ccccc2c(=O)n1CCC	3%	-8	717	-0.1%	1%	-2%	-1%	19%	-2.4%	1.2
O=C(C1CC1)N1CCc2cc(Br)cc(S(=O)(=O)NCCN3CCOCC3)c21	0%	-4	765	0.0%	2%	-9%	0%	-2%	-4.7%	1.1
CN(C)S(=O)(=O)c1cccc(NC(=O)COC(=O)CCOc2ccccc2)c1	4%	11	731	2.4%	-2%	4%	10%	0%	-2.9%	1.1
Clc1ccc(-c2nc(C3CCCCC3)no2)cc1	-1%	-12	660	-2.0%	-12%	-19%	1%	-2%	-0.6%	1.1
CCCOc1ccc(C(NC(=O)CC(C)C)NC(=O)CC(C)C)cc1OC	-2%	-10	637	8.8%	-12%	-8%	-3%	-5%	-3.4%	1.1
Cc1ccc(-c2csc(N=C(N)N)n2)c(C)c1	1%	-45	505	·	·	·	4%	2%	·	·
Cc1nnsc1C(=O)NC(C)C12CC3CC(CC(C3)C1)C2 (stereo not given)	-3%	·	·	3.9%	0%	0%	5%	-13%	-0.9%	1
CCCN(CCC)CCNc1c(NC2CCN(C(=O)OCC)CC2)c(=O)c1=O	4%	·	·	-1.1%	3%	10%	4%	-3%	-4.4%	1.1
O=C(CN1CC[n+]2c(-c3ccccc3)csc21)c1ccc(Br)cc1	-4%	-7	738	·	·	·	-13%	8%	·	·
CCN(CC)CC#CCC(O)(c1ccccc1)c1ccc(Br)cc1 (stereo not given)	3%	-1	688	0.4%	-7%	-6%	·	·	-3.0%	1
O=C(N/N=C/C=C/c1ccccc1[N+](=O)[O-])c1cccs1	2%	-2	619	-2.0%	16%	8%	8%	12%	-6.3%	1.5
Cc1[nH]c2ccccc2c1C(O)CN1CCC2(CC1)OCCO2 (stereo not given)	12%	-5	689	0.6%	·	·	1%	5%	·	·
Cc1ccc(NC(=O)c2ccncc2)cc1[N+](=O)[O-]	1%	-6	474	0.3%	1%	2%	17%	17%	-8.9%	0.9
O=C1C(=Cc2cccs2)C(=O)c2ccccc21	-3%	-20	566	7.4%	6%	2%	12%	11%	-6.5%	1
O=C(Nc1ccccc1)c1ccccc1NC(=O)C1CCCCC1	-1%	·	·	2.6%	7%	6%	2%	7%	-3.6%	1
CN(Cc1ccccc1)CC(O)COc1ccc(CNCc2cccnc2)cc1 (stereo not given)	-9%	-2	686	-0.3%	6%	6%	-4%	-3%	-1.9%	1.1
Cn1nc(C(=O)NC2=NCCS2)ccc1=O	-1%	-3	777	0.5%	-12%	-9%	1%	0%	-1.7%	1
CCCCC(=O)Nc1cccc(C(=O)Nc2ccccc2C(=O)O)c1	3%	-12	718	-0.6%	3%	-3%	-2%	31%	-3.8%	1
COc1ccc(OC(=O)c2ccc(Cl)cc2)c(C(C)=O)c1	-6%	0	647	-1.1%	-11%	-1%	12%	2%	-4.5%	1
C/C(=N\Nc1nc(C)cc(-c2ccccc2)n1)c1ccc(C)o1	-1%	·	·	9.2%	3%	5%	12%	8%	-2.7%	1
CCCCC(=O)Nc1cccc(-c2nc3ncccc3o2)c1	-1%	·	·	0.0%	2%	6%	1%	-20%	5.0%	1.1
COc1ccccc1-c1nn2c(=O)cc(C)nc2s1	1%	-1	780	5.8%	16%	8%	12%	4%	-4.0%	1.1
CCOC(=O)CNC(=O)Nc1nnc(-c2ccc(OCC)cc2)o1	-6%	·	·	0.0%	1%	2%	5%	10%	-1.1%	1.1
S=c1[nH]ncn1/N=C/c1cccs1	5%	6	734	-0.1%[50 µM]	·	·	5%	-3%	·	·
CC1(C)CC(=O)c2cnc(NC(=O)c3ccco3)nc2C1	-1%	·	·	1.5%	7%	8%	-4%	0%	3.7%	1.1
COC(=O)C(C(=O)OC)c1ccccc1[N+](=O)[O-]	-2%	-3	796	1.0%	0%	-3%	0%	-6%	-5.6%	1.1
CCC(=O)Nc1ccc(-c2cc(-c3ccccc3)nc(-c3ccc(NC(=O)CC)cc3)n2)cc1	-2%	·	·	-0.2%	2%	-7%	3%	-2%	-1.6%	1.1
O=C(CSc1ccsc1[N+](=O)[O-])N1CCCCC1	-2%	-3	744	0.0%	4%	-2%	4%	-2%	-4.2%	1.1
CCOc1ccc(CN2CCN(CC(O)Cn3c4ccccc4c4ccccc43)CC2)cc1 (stereo not given)	1%	-14	697	1.0%	6%	1%	2%	3%	-4.0%	1
COc1ccccc1Nc1ncccc1C(=O)NCc1ccccc1	-1%	2	747	3.2%	-1%	-7%	4%	6%	-5.4%	1.1
Fc1ccc(Oc2ncccn2)c(F)c1	7%	17	692	0.1%	-4%	-8%	1%	0%	-2.6%	1
O=C(OCc1cccc2ccccc12)c1ccc2c(=O)[nH]c(CN3CCOCC3)nc2c1	-4%	·	·	0.5%	-4%	-11%	14%	-2%	-2.2%	1.2
Cc1ccccc1-n1c(C)cc(/C=N/NC(=O)c2ccc(CN3CCOCC3)cc2)c1C	1%	2	656	7.0%	6%	10%	11%	11%	1.0%	1.2
CCOc1ccc(OCc2ccc(C(=O)N3N=C(C(F)F)CC3(O)C(F)F)o2)cc1 (stereo not given)	3%	8	780	-1.8%	11%	9%	2%	-3%	-0.9%	1.1
COc1ccc(NC(=S)NCCN2CCC(C)CC2)cc1	-4%	2	665	-0.4%	3%	8%	-7%	-5%	-1.1%	1.1
CC(=O)NC(=S)Nc1ccc(S(=O)(=O)Nc2nc(C)cc(C)n2)cc1	6%	18	684	-1.6%	-6%	-3%	0%	0%	-2.7%	1.2
Cc1cc(NS(=O)(=O)N(C)C)ccc1C(C)C	3%	4	766	12%	6%	10%	0%	-5%	-5.6%	1.1
Cn1c(=O)[nH]c(=O)c2c1nc(Br)n2CC(O)COc1ccc(Cl)cc1 (stereo not given)	-2%	-12	670	-1.8%	3%	3%	3%	1%	-7.4%	1.1
NC(=O)[C@@H]1CCNc2c(I)cc([N+](=O)[O-])cc2C(=O)N[C@@H](CCC(=O)O)C(=O)N[C@@H](CO)C(=O)N1	-1%	9	806	-0.5%	-27%	-38%	15%	?	-13%	1.1
Cc1ccc(C(=O)O/N=C2\CCCc3ccccc32)cc1	3%	·	·	0.5%	8%	3%	2%	-1%	-3.6%	1.1
CCc1c(C)sc(NC(=S)Nc2cccnc2)c1C(=O)OC	-8%	16	743	-1.4%	24%	7%	8%	3%	-3.5%	1
O=C(NNC1=NS(=O)(=O)c2ccccc21)C1CC(=O)N(c2ccccc2)C1 (stereo not given)	-2%	-2	713	0.3%	-15%	-15%	-1%	12%	-12%	1
Cc1cc(C)cc(Oc2nc(-c3ccccc3)cc(C)c2S(C)(=O)=O)c1	-1%	-16	791	0.5%	-2%	6%	5%	-14%	-2.6%	1.2
COc1ccc(Cn2c(C(F)(F)F)ccc(C(N)=O)c2=O)cc1	4%	-6	720	0.1%	5%	8%	6%	-4%	-6.1%	1.1
O=C(CNS(=O)(=O)c1ccccc1)OCC(=O)c1ccc([N+](=O)[O-])cc1	4%	1	576	-0.4%[50 µM]	4%	-4%	-1%	-5%	-5.2%	1.1
O=C(CSc1ncn[nH]1)NCCc1ccccc1	-10%	9	804	0.7%	8%	3%	0%	11%	-6.5%	1
CCn1nc(C(=O)Nc2cccc3ccccc23)c(Cl)c1Cl	-4%	·	·	0.1%	11%	26%	1%	3%	-5.3%	1.1
CCC(C)c1ccc(NC(=O)COC(=O)C2=COCCO2)cc1 (stereo not given)	3%	10	783	1.3%	-10%	-4%	14%	19%	-1.1%	1
COc1ccc(Cl)cc1N1C(=N)SCC1=O	0%	19	726	2.3%	10%	12%	·	·	-6.8%	1.1
Cc1ccc(-c2nnc(OCc3cccnc3)c3ccccc23)cc1	0%	67*	651*	0.1%	13%	12%	1%	15%	-4.3%	1
O=C(Nc1ccccc1-c1ccccc1)C(c1ccccc1)c1ccccc1	2%	18	617	0.4%	5%	0%	2%	2%	-2.2%	0.8
COc1cccc(-c2nn(C)c3sc(C(=O)N4CCOCC4)cc23)c1	-5%	·	·	-0.4%	-2%	0%	4%	3%	2.7%	1.1

More structures:
SMILES	SIAH1 antagonists	Lipid droplet	Lipid droplet cells 6.5 µM	UTI89 phage lysis	human PMI inhibition	human PMI inhibitors	M1AAP inhibition	P. falciparum M17LAP	XIAP antagonists	TNAP activators
Cc1ccccc1N1CCN(CCCCN2C(=O)C3CCCN3C2=O)CC1 (stereo not given)	-11%	2	729	0.7%[50 µM]	-27%	-26%	-4%	-2%	-2.1%	1.1
O=C1CCCC(=O)C1Sc1ccc(Cl)cc1	-4%	0	716	-0.4%	-2%	3%	2%	-5%	-2.7%	0.9
O=C(COc1nncc2ccccc12)Nc1c(F)c(F)c(F)c(F)c1F	-4%	-18	616	0.5%	-14%	-1%	4%	5%	1.3%	0.9
NC(=O)CSc1nnc(SCc2ccc(F)cc2)s1	6%	14	657	0.1%	5%	4%	-2%	2%	-3.4%	1.1

2 successive records already listed, quoted:
SMILES	SIAH1 antagonists	Lipid droplet	Lipid droplet cells 6.5 µM	UTI89 phage lysis	human PMI inhibition	human PMI inhibitors	M1AAP inhibition	P. falciparum M17LAP	XIAP antagonists	TNAP activators
O=C(COc1nncc2ccccc12)Nc1c(F)c(F)c(F)c(F)c1F	-4%	-18	616	0.5%	-14%	-1%	4%	5%	1.3%	0.9
NC(=O)CSc1nnc(SCc2ccc(F)cc2)s1	6%	14	657	0.1%	5%	4%	-2%	2%	-3.4%	1.1
